# SW480 rerep = DNA re-replication induction in SW480 cells. SW480 DNA re-replication, Hoechst DNA content imaging, 48 h. Potency, µM (highest dose often 46.1 µM), without a hit: top-dose re-replication activation, hits mostly activators. 1.8% of 340,000 active; note: potency is the fitted concentration of half-maximal effect; % of control where 0% means no effect; nearly all actives have a fitted effect of over 55% in size
#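 Quantitative HTS format with DMSO vehicle controls; 48 hr drug incubation at 37 C, then 40 min Hoechst staining and scanning imager measurement at 405 nm excitation.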
# KB-3-1 tox = KB-3-1 parental cell cytotoxicity | KB-3-1 viability, CellTiter-Glo ATP luminescence, 72 h | Potency, µM (doses to about 46.1 µM), for the others: at the highest dose activity change, negative = cytotoxic, hits mostly cytotoxic | 1.4% of 400,000 active | AID 1347075; note: potency is the fitted concentration of half-maximal effect; % is set by controls: 0 for no effect and ±100 for the full control effect; nearly all actives have a fitted effect of over 60% in size
#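 Viability of parental KB-3-1 cells, measured by CellTiter-Glo luminescence, followed a 72 h incubation at 37 °C with pinned compounds in phenol-red-free DMEM containing 10% FBS.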
# HT1080 IDH1KD tx = toxicity to HT-1080 IDH1 knockdown cells (counter line); HT-1080 IDH1 knockdown viability, ATP luminescence, 48 h; Potency, µM (series often up to 46.1 µM), for inactives: top-dose activity, negative = toxicity, usual class: cytotoxic; 2% of 360,000 active;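 note: potency is the fitted concentration of half-maximal effect; 0% = DMSO wells and -100% = cell-free medium wells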
#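 % activity derives from luminescence (CellTiter-Glo), normalised to DMSO and no-cell wells. HT-1080-IDH1KD cells, 750/well, had 48 h compound exposure at 37 °C.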
# MCF10A rerep = induces DNA re-replication in MCF 10a normal breast cells; Potency, µM (titrated, usually from 46.1 µM), for inactives: at the highest dose activity, positive = re-replication, most hits filed as activators; 2.9% of 350,000 active; MCF 10A DNA re-replication, Hoechst nuclear intensity, 48 h; note: potency is the fitted concentration of half-maximal effect; % of control where 0% means no effect; nearly all actives have a fitted effect of over 50% in size
# ATXN2 expr inh = reduces ATXN2 reporter expression in HEK-293 cells; HEK-293 ATXN2-luciferase reporter, luminescence, 24 h; Potency, µM (highest dose often 57 µM), for the others: at the highest dose activity change, negative = inhibition, actives largely listed as inhibitors; 0.72% of 360,000 active; note: potency is the fitted concentration of half-maximal effect; % is set by controls: 0 for no effect and ±100 for the full control effect; nearly all actives have a fitted effect of over 55% in size
#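 qHTS (up to 57 uM final) was run with 24 h compound exposure of reporter cells at 37 °C. Each well was multiplexed: SteadyGlo luminescence measured ATXN2-luciferase expression after a fluorogenic Gly-Phe-AFC viability readout (25 uM final).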
# HT1080-NT tox = kills 2HG-producing HT-1080-NT fibrosarcoma cells | HT-1080-NT fibrosarcoma viability, CellTiter-Glo ATP luminescence, 48 h | Potency, µM (titrated, usually from 46.1 µM), for inactives: top-dose activity, negative = less viability, most hits filed as cytotoxic | 1.6% of 360,000 active;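 note: NT is the 2HG producing partner of a matched IDH1 knockdown line; potency is the fitted concentration of half-maximal effect; 0% = DMSO-treated cells and -100% = media-only wells without cells; nearly all actives have a fitted effect of over 55% in size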
#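 HT-1080-NT; 750 cells/well; 5% FBS RPMI; 48 h compound, 37 degrees C; CellTiter-Glo luminescence; curve fitting and curve-class assignment.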
# KB-V1 cytotox = KB-V1 MDR subline cytotoxicity; KB-V1 MDR cells viability, CellTiter-Glo, 72 h; Potency, µM (highest dose often 46.1 µM), without a hit: at the top dose activity change, negative = cytotoxicity, usual class: cytotoxic; 3.4% of 400,000 active; note: potency is the fitted concentration of half-maximal effect; % is set by controls: 0 for no effect and ±100 for the full control effect; nearly all actives have a fitted effect of over 60% in size
#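 Cells of the MDR subline KB-V1 are plated, dosed with compound at multiple concentrations, and incubated 72 h at 37 degrees C; CellTiter-Glo is then added and luminescence read after 10 min.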
# IL1B secr inh = blocks inflammasome-driven IL-1 beta release. THP-1 LPS/ATP IL-1B secretion, AlphaLISA, 16 h; hits give low values. activity change, % at 57.5 µM. 4.7% of 360,000 active. AID 743279; in the data active = activity change below about -50%; inconclusive = mostly about -30% to -49%; note: % is set by controls: 0 for no effect and ±100 for the full control effect
#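 THP-1 cells pretreated 1 hr with compounds (up to 57.5 uM final), then stimulated with LPS (250 ng/mL final) plus ATP (1.25 mM final); secreted IL-1B measured by AlphaLISA after 16 hr, decreased signal indicating inhibition.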
# S2 tox = reduces viability in counter-screen for ATXN expression inhibitors; S2 cells (HEK-293 line with an ATXN2-luciferase reporter) viability, CellTiter-Fluor protease fluorescence, 24 h; Potency, µM (highest dose often 56.7 µM), actives largely listed as cytotoxic; 0.49% of 400,000 active; AID 651635; note: potency is the fitted concentration of half-maximal effect; nearly all actives have a fitted effect of over 40% in size
# Numbers without * were called inactive; i = inactive; ? = inconclusive; · = not tested or not shown; & = joins results of further samples; ! = a repeat was not active; [ ] = another dose, or the depositor's remark. Unless noted, calls come from the whole dose curve; as a rule, active = well fitted curve in the direction sought with a large enough effect; inconclusive = small, poorly fitted or top-dose-only effect, or another doubt; inactive = no such curve, though single readings can be large; an effect the other way counts as inactive or inconclusive. Rows are unselected. Share with any hit: about 11%.
SMILES,SW480 rerep,KB-3-1 tox,HT1080 IDH1KD tx,MCF10A rerep,ATXN2 expr inh,HT1080-NT tox,KB-V1 cytotox,IL1B secr inh,S2 tox
O=C(CCCCn1c(=S)[nH]c2ccsc2c1=O)NCc1ccco1,3%,18%,1%,-12%,-11%,?,2%,21,i
Cc1cccc(C2N(c3nccs3)C(=O)C3CCCN32)c1 (configuration not stated),2%,13%,10%,-10%,4%,9%,4%,24,i
CCN(C[C@H]1N[C@@](CC)(C(=O)OC)[C@H]2C(=O)N(Cc3ccccc3)C(=O)[C@@H]12)C(=O)Nc1ccc(C)cc1,24%[9.22 µM],4%,-6%,-10%,8%,-1%,18%,-5,i
Cc1ccccc1NS(=O)(=O)c1nnc(NC(=O)c2ccc(Cl)cc2)s1,-9%,1%&11%,1%,2%,12%,0%,10%&22%,26,i
CCOc1c(CNCCNC(=O)c2nonc2N)cccc1OC,6%,3%,-4%,12%,-10%,?,-29%,-16,i
CNC(=O)CN1C(=O)NC(Cc2c[nH]c3ccccc23)C1=O (configuration not stated),-11%,?,10%,-3%,5%,0%,1%,29,i
Nc1c(Br)cc(Br)c2c1C(=O)c1c(cccc1S(=O)(=O)O)C2=O,-23%,-3%,-1%,-16%,1%,-2%,0%,-16,?
CCCCCC1(C)NC(=S)N(c2ccccc2)N1 (configuration not stated),-3%,-19%,?,2%,-18%,?,-12%,13,i
COc1ccc(Nc2ncc3c(n2)CCN(Cc2sccc2C)C3)c(OC)c1,·,4%,·,·,-1%,·,12%,·,i
Cc1ccc(NC(=O)CCn2c(=O)oc3ccccc32)c(C)c1,-2%,12%,11%,-1%,-30%,17%,12%,-20,?
COc1ccc(CNC(=O)c2c(O)c3cccc4c3n(c2=O)CCC4)cc1OC,-3%,-2%,4%,1%,-2%,8%,16%,3,i
COc1ccc(-c2noc(CCC(=O)Nc3ccc(C(F)(F)F)cc3)n2)cc1,·,-3%,·,·,-20%,·,?,·,?
O=C(O)Cn1c(SCc2ccccc2)nc2ccccc21,-3%,0%,16%,16%,3%,4%,22%,-8,i
CCNC(=O)CC1C(=O)N(c2ccc(C)cc2)C(=O)N1Cc1ccccn1 (configuration not stated),4%,-10%,-6%,-17%,7%,7%,4%,15,i
COc1ccc(NC(=O)Nc2ccccc2C)c(OC)c1,-3%[9.22 µM],30%,-6%,-3%,2%,2%,19%,-7,i
CC(C)C1Cc2ccccc2-c2[nH]c(=S)[nH]c(=O)c21 (configuration not stated),-38%[inhibitor],1%,3%,?,17%,2%,4%,·,i
CC1(C)Cc2ccccc2C(=NCC(=O)O)N1,26%,-5%,21%,9%[9.22 µM],-12%,16%,11%,-9,i
COc1ccccc1N1CCN(CCC(=O)Nc2ccc3c(c2)OCO3)CC1,-2%,-9%,-12%,-1%,-7%,-11%,21µM*,12,i
COC(=O)c1c(NC(=O)C(C)Oc2ccc(Cl)cc2Cl)sc2c1CCCC2 (configuration not stated),·,3%,·,·,10%,·,9%,·,i
Nc1nn(-c2cccc(F)n2)cc1-c1ccc(Cl)cc1,-16%,2%,-2%,3%,62%[activator][11.3 µM],8%,17%,25,i
CC(C)c1ccccc1NC(=O)CNCCc1ccc(C(F)(F)F)cc1,?,-10%,-3%,?,·,-7%,?,-6,i
COc1cc(CNc2ccc(CNc3ncn[nH]3)cc2)cc(Cl)c1OCc1ccccc1,?,?,-23%,?,5%,-18%,?,0,i
Cc1cc(C)c(NC(=O)CNC(=O)CN(C)Cc2ccc(Br)s2)c(C)c1,-3%,-1%,6%,2%,12%,4%,16µM*,-2,i
FC(F)(F)C(Oc1nc(NC2CCCCC2)nc(N2CCOCC2)n1)C(F)(F)F,?,?,6%,?,2%,-1%,0%,19,i
NC(=O)c1ncn([C@@H]2O[C@H](CNCc3cccc4c3sc3ccccc34)[C@@H](O)[C@H]2O)n1,-16%,5%,0%,-6%,0%,5%,12%,-9,i
CCOc1cc(N2CCOCC2)c(OCC)cc1NC(=O)CSc1nccc(C)n1,-3%,-4%,-8%,-4%,-22%,5%,12%,-3,?
COc1ccc(CNC(=O)COC(=O)C2(C)CC2(Cl)Cl)cc1 (configuration not stated),2%,8%,1%,7%,-6%,-5%,?,?,i
O=C(COC(=O)c1ccc(O)cc1)Nc1ccc(S(=O)(=O)N2CCOCC2)cc1,-8%,4%,1%,-2%,-8%,-1%,?,14,i
CCc1ccc(S(=O)(=O)N/N=C\c2cn(CC(N)=O)c3ccccc23)cc1,29%,-1%,-23%,5%,3%,-7%,-2%,i,i
COc1cc(C(=O)N2CCN(S(=O)(=O)c3ccc(C(C)C)cc3)CC2)ccc1OCC(=O)N1CCOCC1,-24%,17%,8%,-3%,9%,5%,4%,-21,i

# Profiles, quoted from the list.
# `NC(=O)c1ncn([C@@H]2O[C@H](CNCc3cccc4c3sc3ccccc34)[C@@H](O)[C@H]2O)n1` as listed: SW480 rerep = -16%; KB-3-1 tox = 5%; HT1080 IDH1KD tx = 0%; MCF10A rerep = -6%; ATXN2 expr inh = 0%; HT1080-NT tox = 5%; KB-V1 cytotox = 12%; IL1B secr inh = -9; S2 tox = i
# `Nc1nn(-c2cccc(F)n2)cc1-c1ccc(Cl)cc1` as listed: SW480 rerep = -16%; KB-3-1 tox = 2%; HT1080 IDH1KD tx = -2%; MCF10A rerep = 3%; ATXN2 expr inh = 62%[activator][11.3 µM]; HT1080-NT tox = 8%; KB-V1 cytotox = 17%; IL1B secr inh = 25; S2 tox = i

# Going on with the list.
SMILES,SW480 rerep,KB-3-1 tox,HT1080 IDH1KD tx,MCF10A rerep,ATXN2 expr inh,HT1080-NT tox,KB-V1 cytotox,IL1B secr inh,S2 tox
COc1cccc2sc3ccc(C#Cc4ccc(N)cc4)cc3c(=O)c12,4%,-1%,-15%,-30%[inhibitor],15%,-15%,8%,-25,i
O=CN1CCCN(Cc2nc(Cc3ccccc3F)no2)CC1,-9%,?,7%,2%,·,13%,29%,21,i
C/C(=N/NC(=O)CNC(=O)COc1cccc(C)c1)c1ccc(Cl)cc1,-9%,-16%,9%,-4%,-6%,15%,8%,7,i
O=C(N/N=C\c1ccc(Br)cc1)c1ccc(Cn2cccn2)o1,-57%[inhibitor],15%,13%,-64%[inhibitor],34%[activator],11%,12µM*,-4,i
Cc1cc(C)c(C#N)c(SCC(=O)Nc2ccccc2C#N)n1,·,21%,·,·,12%,·,?,·,i
CCN(CC)S(=O)(=O)c1cc(NC(=O)C2Cc3ccccc3C(=O)O2)ccc1C (configuration not stated),1%,2%,-3%,13%,-13%,-4%,15%,13,i
CCO[C@@H]1OC(C(=O)O)=C[C@H](c2ccc(Br)cc2)[C@H]1CCCO,-35%[inhibitor],?,2%,-19%,10%,3%,0%,-3,i
CC(C)CN1CCC1(C)C(=O)Nc1ccc(OC(F)F)cc1 (configuration not stated),·,0%,2%,·,7%,11%,-3%,14,i
Cc1ccccc1Cn1cnc2ccccc2c1=O,-2%,6%,-2%,-1%,-16%,3%,-4%,11,i
O=C(Cn1ccc(C(F)(F)F)n1)N=Nc1c(O)[nH]c2ccc(Br)cc12,28%,0%,1%,9%,·,6%,-12%,29,i
COc1ccc(-c2[nH]ncc2CN(C)Cc2cccnc2)c(F)c1,-5%,2%,-8%,4%,5%,1%,2%,10,i
COc1ccc(C2C3=C(COC3=O)Oc3cc4c(cc32)OCO4)cc1OC (configuration not stated),5.8µM*,0.92µM*!,?,2.3µM*,-10%,5.8µM*,?,9,i
CC(C(=O)O)N1C(=O)c2ccccc2C1=O (configuration not stated),-3%,-2%,8%,-2%,1%,10%,16%,-10,?
CC1CC(C)CN(S(=O)(=O)c2ccc(NC(=O)CN3C(=O)NC(C)(c4ccccc4)C3=O)cc2)C1 (configuration not stated),-3%,3%,3%,4%,4%,-2%,22%,1,i
CCCCCCSc1ccc([C@H]2N[C@@](C)(C(=O)OC)[C@H]3C(=O)N(CC)C(=O)[C@@H]23)cc1,6%,?,-11%,12%,-17%,-20%,4%,-26,?
O=C(CN1CCc2ccccc21)NN1CC(=O)N(c2ccc(Cl)cc2)CC1=O,-5%,-8%,-6%,7%,0%,-8%,?,-27,i
CCOC(=O)C1=C(C)Nc2ccccc2N=C1NC(=O)/C=C/c1ccc(OC)cc1OC,-4%,-1%,15%,0%,-22%,24%,-16%,12,i
O=C1c2cc([N+](=O)[O-])cc3cc([N+](=O)[O-])cc(c23)C(=O)N1c1ccccn1,21µM*,1%,-15%,?,?,-3%,-22%,-100*,?
CCOC(=O)C1(Cc2cccc(OC)c2)CCCN(C(=O)CCSC)C1 (configuration not stated),16%,-13%,4%,2%,27%,16%,-7%,13,i
CCC1CCCCN1C(=S)NC(=O)c1cc(Br)ccc1Cl (configuration not stated),-8%,?,-3%,0%,-25%,-2%[9.24 µM],?,23,i
Cc1ccc(NC(=O)Cn2c(CCC(=O)O)ccc2-c2cccs2)cc1,3%,16%&13%,7%,-4%,9%&-1%,15%,12%&-17%,32,?
COc1ccc(-c2cc3nc(NCC4CCCCC4)n(C)c(=O)c3s2)cc1OC,·,-1%,?,·,?,17%,-27%,13,?
CC(C)(C)OC(=O)NNC(=O)c1cccs1,-11%,-9%,16%,-11%,3%,16%,-1%,30,i
COc1ccc(/C=C/C(=O)NC(=S)Nc2ccc(S(=O)(=O)Nc3cc(OC)ncn3)cc2)cc1,-19%,2%,0%,?,0%,-12%,-2%,-12,i
Cc1ccc(CN2C(=O)N/C(=C/c3cc(C)n(-c4ccccn4)c3C)C2=O)cc1,-2%,4%,2%,4%,32%[activator],-5%,?,-14,i
C/C(=N\Nc1ncc(Cl)cc1Cl)c1ccc(C#N)cc1,9%,25%,-8%,12%,-7%,-11%,?,-30,i
COc1ccc(NC(=O)C(=O)c2cn(CC(=O)N3CCCC3)c3ccccc23)cc1,0.46µM*,?,0.37µM*,?,11%,?,?,125,?

# Assay outcomes deposited in PubChem by National Center for Advancing Translational Sciences (NCATS).
